Bioassay records: PubChem BioAssay, several laboratories
HIF-2a inh – HIF-2a inhibition | 360,000 compounds, 0.72% hits | 786-0 RCC cells HIF-2a reporter, luciferase luminescence, overnight | inhibition, % at 18.8 µM;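 active = inhibition of the luminescence signal of 40% or more relative to plate controls, in a single-dose primary screen at 18.75 µM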
KKLEB cytotox – counter-screen for CF NF-kB inhibitors: cytotoxicity; KKLEB CF airway cells viability, ATPlite luminescence, overnight; active compounds read low; cells stimulated with P. aeruginosa culture filtrate; activity change (cytotoxicity), % at 5 µM; 360,000 compounds, 0.36% hits;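 active = corrected activity change at or below -50% at 5 µM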
Vif inh – inhibitors of HIV Vif. inhibition, % at 7.49 µM. 340,000 compounds, 0.35% hits. HEK293T cells, Vif self-association by quenched fluorescence, imaging, 24 h; in the data active = inhibition above about 50%, passing the limit was not always enough; also: some results filed as inactive read as strong as hits
MITF TRPM1 inh – inhibitors of MITF-driven TRPM1 promoter in melanoma cells | SK-MEL-5 TRPM1 promoter luciferase, 24 h | 330,000 compounds, 0.83% hits | inhibition, % at 12.5 µM;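 active = mean inhibition across replicates of 60% or more, whatever share of single replicates reaches that level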; also: values of inactives mirror those of a sister screen read the other way
Peg3 prom inh – Peg3 promoter activity inhibition. HeLa PEG-Prom luciferase reporter, luminescence, overnight. inhibition, % at 20 µM. 360,000 compounds, 1.7% hits. AID 588405;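 active = inhibition of at least 50% at 20 µM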
NR2E3 ag-1 – agonists of human nuclear receptor NR2E3. GST-NR2E3/biotin-RetCOR TR-FRET, 1536-well. 320,000 compounds, 0.12% hits. AID 2300. inhibition of corepressor binding, % at 4.78 µM. Q9Y5X4;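 active = percent inhibition above the cutoff of mean plus 3 SD of all tested compounds, set per screening campaign, cut at about 20% in these data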;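 also: 0% = DMSO wells and 100% = biotin wells as full block of FRET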
Target sequence (Q9Y5X4 whole entry, looked up): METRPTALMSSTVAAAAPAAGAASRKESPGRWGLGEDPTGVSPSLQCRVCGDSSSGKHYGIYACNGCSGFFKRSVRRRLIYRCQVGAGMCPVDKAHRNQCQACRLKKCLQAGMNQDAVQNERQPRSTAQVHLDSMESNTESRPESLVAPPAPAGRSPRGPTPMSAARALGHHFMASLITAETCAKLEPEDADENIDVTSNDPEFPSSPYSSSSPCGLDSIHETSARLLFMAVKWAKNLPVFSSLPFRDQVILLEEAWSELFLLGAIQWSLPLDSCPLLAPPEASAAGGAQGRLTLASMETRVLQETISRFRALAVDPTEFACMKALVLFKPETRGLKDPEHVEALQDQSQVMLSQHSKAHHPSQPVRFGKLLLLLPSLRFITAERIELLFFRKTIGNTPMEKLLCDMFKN
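system = GST-tagged NR2E3 plus biotinylated RetCOR corepressor | input = 1.35 nM GST-NR2E3 | also added = 7 nM biotin-RetCOR | schedule = 5 h incubation at 4 °C | measured by = TR-FRET with europium anti-GST and streptavidin-D2, 340 nm excitation | read-out = percent loss of FRET ratio relative to control wells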
Shn3 3UTR inh – reduces Shn3 3'UTR luciferase signal in osteoblasts. AID 588674. Clone20 osteoblast Shn3 3'UTR firefly luciferase, 24 h. inhibition, % at 12.5 µM. 360,000 compounds, 0.52% hits;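 active = mean inhibition of at least 75% with every replicate also reaching 75%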;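 also: 0% = median of neutral control wells and 100% = pilot-screen positive control compound; some compounds past the cut are filed as inactive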
PDI turbidity – blocks human protein disulfide isomerase activity. PDI insulin aggregation turbidity, A650, 90 min. inhibition, % at 10 µM. 350,000 compounds, 0.052% hits. AID 588391;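 active = mean inhibition across replicates of 30% or more, whatever share of single replicates reach that level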;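 also: absorbance from insulin aggregation driven by PDI reduction with DTT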
Target sequence (P07237 whole entry, looked up): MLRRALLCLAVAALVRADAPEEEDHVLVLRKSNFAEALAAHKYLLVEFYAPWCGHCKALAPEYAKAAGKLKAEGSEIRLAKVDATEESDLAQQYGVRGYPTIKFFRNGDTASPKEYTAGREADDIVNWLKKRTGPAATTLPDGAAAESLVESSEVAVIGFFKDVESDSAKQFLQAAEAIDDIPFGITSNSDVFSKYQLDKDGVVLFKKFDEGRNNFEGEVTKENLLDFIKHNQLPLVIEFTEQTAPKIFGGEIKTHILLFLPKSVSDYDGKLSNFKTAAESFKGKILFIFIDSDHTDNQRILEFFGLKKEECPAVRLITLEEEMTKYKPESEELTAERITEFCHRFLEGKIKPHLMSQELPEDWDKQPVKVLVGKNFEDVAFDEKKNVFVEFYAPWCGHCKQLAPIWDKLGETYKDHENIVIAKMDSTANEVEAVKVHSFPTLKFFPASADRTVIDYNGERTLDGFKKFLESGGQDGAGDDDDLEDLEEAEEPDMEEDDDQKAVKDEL
CaV13 ICDI inh – Disruptors of the CACNA1D IQ motif to Ca2+-dependent inactivation inhibitor domain association, primary screening, Förster resonance energy transfer in intact living …. HEK cells, CFP/YFP FRET ICDI-IQ, plate reader, 10 min; percent FRET-ratio fall versus neutral wells. inhibition, % at 12.3 µM. 340,000 compounds, 0.098% hits;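 active = mean replicate inhibition of at least 30% and at least 1% of replicates passing that level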;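 also: 0% = median of the neutral control wells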
NR2E3 ag-2 – human photoreceptor-specific nuclear receptor agonism; CHO-S Gal4-NCOR/VP16-NR2E3 two-hybrid, luciferase; AID 602229; 360,000 compounds, 0.35% hits; Q9Y5X4; inhibition of corepressor binding, % at 3.98 µM;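 active = inhibition above the mean of all tested compounds plus 3 SD, cut at about 70% in these data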;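 also: 0% = DMSO with NR2E3 transfected cells and 100% = cells lacking NR2E3 construct; higher means lower luciferase signal from less NR2E3 corepressor binding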
CF NFkB inh – cystic fibrosis NF-kB activation inhibition; KKLEB NF-kB-GFP reporter, PAF-induced, GFP fluorescence overnight; 360,000 compounds, 0.86% hits; inhibition, % at 5 µM;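 active = at least 50% inhibition at 5 µM, scaled per plate between neutral and stimulator controls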;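 also: PAF is a Pseudomonas aeruginosa culture filtrate used as stimulus; plate controls were PAF-stimulated DMSO wells for no effect and unstimulated DMSO wells for full effect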
An asterisk follows results filed as active; · = not tested or not shown. Compounds were not picked by outcome; 3.3% or so of the library scored in one or more.

(1) O=c1c2cc(Br)ccc2nc(-c2ccccc2)n1O
(2) Cc1cc(C)c(S(C)(=O)=O)c(Oc2ccccc2C)n1
(3) CCNC(=S)N1CCN(S(=O)(=O)c2ccc(C)c(C)c2)CC1
(4) Cc1ccc(-n2ncc(C#N)c2/N=C/N2CCOCC2)cc1
(5) Cc1ccc(C(=O)CCC(=O)Nc2ncccc2C)cc1
(6) CCCNc1ncccc1C(N)=O

assay / compound,1,2,3,4,5,6
HIF-2a inh,-28,10,13,9,-53,17
KKLEB cytotox,-25,0,4,-5,16,5
Vif inh,-11,0,-2,2,-34,10
MITF TRPM1 inh,-14,8,-2,2,42,-6
Peg3 prom inh,-15,10,11,27,-25,0
NR2E3 ag-1,3,3,0,-3,-1,5
Shn3 3UTR inh,-4,-7,4,-1,-7,-14
PDI turbidity,-18,1,4,2,-12,-8
CaV13 ICDI inh,-5,-2,-19,-4,-7,0
NR2E3 ag-2,-92,3,3,-2,-10,-17
CF NFkB inh,-5,12,5,9,-44,2

(7) CCOC(=O)c1ccc(CNC(=O)c2cc(COc3ccccc3SC)on2)o1
(8) CC(C)CCSc1cc(NCCO)c([N+](=O)[O-])c2nonc12
(9) CC(=O)/C(=C/c1ccc(N(C)C)cc1)C(=O)c1ccccc1
(10) O=C(COc1ccccc1Br)c1ccc(O)cc1O
(11) Cc1ccc([N+](=O)[O-])cc1NC(=O)c1ccoc1C
(12) CC1(C)CC(=O)C(C=NCC2CCCO2)=C(O)C1 (stereo unspecified)

assay / compound,7,8,9,10,11,12
HIF-2a inh,-281,18,-13,-64,-50,13
KKLEB cytotox,-14,-11,10,13,6,9
Vif inh,-3,-4,1,-3,0,-6
MITF TRPM1 inh,-99,-6,-4,-8,-11,11
Peg3 prom inh,-312,22,13,-92,-52,-2
NR2E3 ag-1,1,7,2,0,-1,1
Shn3 3UTR inh,-113,-3,-3,-14,-17,12
PDI turbidity,-1,0,-3,-1,5,12
CaV13 ICDI inh,-7,-6,-2,-8,-5,·
NR2E3 ag-2,-128,-12,-23,-52,-27,12
CF NFkB inh,8,-4,5,-8,18,-8

(13) CC(C)C[C@H]1CNC(=S)N1CC1CCCN1C[C@H](CC(C)C)N1C[C@H](Cc2ccc(O)cc2)N(CC2CCCCC2)C1=S (stereo partly specified)
(14) CC(C)(Oc1ccc(Cl)cc1)C(=O)Nc1ccc2oc(=O)ccc2c1
(15) O=C(Nc1ccccc1)Nc1cc(Cl)cc(Cl)c1
(16) C=CCN1CC(C(=O)N2CCC(Cc3ccc(Cl)cc3)(C(=O)OCC)CC2)CC1=O (stereo unspecified)
(17) O=C(Cn1c(=O)n(CCc2c[nH]c3ccccc23)c(=O)c2cccnc21)Nc1ccccc1F
(18) COCc1cc(C)nc(SCC(=O)NCc2ccco2)c1C#N

assay / compound,13,14,15,16,17,18
HIF-2a inh,-5,6,-158,7,-68,12
KKLEB cytotox,8,-2,-45,8,-13,-8
Vif inh,·,-4,-16,-1,·,3
MITF TRPM1 inh,13,2,-1,-8,-29,-2
Peg3 prom inh,78*,18,-62,18,-34,21
NR2E3 ag-1,·,0,4,1,6,3
Shn3 3UTR inh,-1,1,67,11,10,9
PDI turbidity,5,8,-1,3,8,-1
CaV13 ICDI inh,-6,-7,-5,-2,-5,-6
NR2E3 ag-2,-68,-15,20,27,-8,-10
CF NFkB inh,36,3,48,-23,2,21

A portion taken from the entries so far, for reference:
(8) CC(C)CCSc1cc(NCCO)c([N+](=O)[O-])c2nonc12
(9) CC(=O)/C(=C/c1ccc(N(C)C)cc1)C(=O)c1ccccc1
(10) O=C(COc1ccccc1Br)c1ccc(O)cc1O
(11) Cc1ccc([N+](=O)[O-])cc1NC(=O)c1ccoc1C
(12) CC1(C)CC(=O)C(C=NCC2CCCO2)=C(O)C1 (stereo unspecified)
(13) CC(C)C[C@H]1CNC(=S)N1CC1CCCN1C[C@H](CC(C)C)N1C[C@H](Cc2ccc(O)cc2)N(CC2CCCCC2)C1=S (stereo partly specified)
(14) CC(C)(Oc1ccc(Cl)cc1)C(=O)Nc1ccc2oc(=O)ccc2c1
(15) O=C(Nc1ccccc1)Nc1cc(Cl)cc(Cl)c1

assay / compound,8,9,10,11,12,13,14,15
HIF-2a inh,18,-13,-64,-50,13,-5,6,-158
KKLEB cytotox,-11,10,13,6,9,8,-2,-45
Vif inh,-4,1,-3,0,-6,·,-4,-16
MITF TRPM1 inh,-6,-4,-8,-11,11,13,2,-1
Peg3 prom inh,22,13,-92,-52,-2,78*,18,-62
NR2E3 ag-1,7,2,0,-1,1,·,0,4
Shn3 3UTR inh,-3,-3,-14,-17,12,-1,1,67
PDI turbidity,0,-3,-1,5,12,5,8,-1
CaV13 ICDI inh,-6,-2,-8,-5,·,-6,-7,-5
NR2E3 ag-2,-12,-23,-52,-27,12,-68,-15,20
CF NFkB inh,-4,5,-8,18,-8,36,3,48

(further entries)
(19) COc1ccccc1C(=O)NC(C)C(c1cccs1)N1CCOCC1 (stereo unspecified)
(20) O=C(CSc1ncn[nH]1)Nc1nc(-c2cccc([N+](=O)[O-])c2)cs1
(21) Cc1ccc([C@H]2C[C@@H](n3cc(C4CC4)nn3)[C@H](O)CN2CC2CCCCC2)cc1
(22) Cc1nnc(SCc2ccccc2)n(N)c1=O
(23) CCOc1ccccc1NC(=O)C1CCN(C(=O)Cc2ccccc2)CC1
(24) COc1cc(NC(=O)CSc2nc3ccccc3cc2C)c(C(=O)O)cc1OC

assay / compound,19,20,21,22,23,24
HIF-2a inh,-8,-60,4,12,12,10
KKLEB cytotox,-1,8,-2,2,16,13
Vif inh,-16,0,0,-3,5,-5
MITF TRPM1 inh,13,-3,·,-7,-5,8
Peg3 prom inh,6,-6,23,3,-3,8
NR2E3 ag-1,0,5,·,3,1,1
Shn3 3UTR inh,5,20,-19,-6,13,6
PDI turbidity,13,-3,6,-2,1,8
CaV13 ICDI inh,-7,-13,-6,-6,-2,-6
NR2E3 ag-2,-3,-32,-2,-18,-14,-22
CF NFkB inh,0,20,2,-2,6,-3

(25) CCN(CC)C(=O)CSc1nc2c(sc(=S)n2-c2ccccc2)c(=O)n1-c1ccc(OC)cc1OC
(26) C=C1CC2C=C(NC(C)=O)CC(C1)C2 (stereo unspecified)
(27) Cc1cccnc1NS(=O)(=O)c1ccccc1
(28) CC12CCC(C(=O)N(Cc3ccccc3)Cc3ccccc3)(OC1=O)C2(C)C (stereo unspecified)
(29) O=C(O)c1ccccc1C(=O)NCc1ccc(F)cc1
(30) C=CCc1cccc2cc(C(=O)NC3CCCC3)c(=O)oc12

assay / compound,25,26,27,28,29,30
HIF-2a inh,22,8,12,24,19,-24
KKLEB cytotox,8,9,-8,5,0,-3
Vif inh,-10,-1,·,8,-3,-36
MITF TRPM1 inh,1,-7,·,3,-5,-16
Peg3 prom inh,5,3,9,22,4,-15
NR2E3 ag-1,-3,2,·,2,5,2
Shn3 3UTR inh,20,-57,-23,23,2,6
PDI turbidity,1,2,4,2,9,1
CaV13 ICDI inh,-21,-8,-10,-6,-4,-5
NR2E3 ag-2,0,-8,-14,15,0,-23
CF NFkB inh,2,7,4,-17,-2,-3

(cont.)
no.	SMILES	HIF-2a inh	KKLEB cytotox	Vif inh	MITF TRPM1 inh	Peg3 prom inh	NR2E3 ag-1	Shn3 3UTR inh	PDI turbidity	CaV13 ICDI inh	NR2E3 ag-2	CF NFkB inh
31	CC1CC(O)C(C)CN1 (stereo unspecified)	22	-10	0	2	5	·	10	-2	-5	-8	0
32	CCOC(=O)NC(=O)c1cn(Nc2ccccc2)c(=O)[nH]c1=O	11	1	-15	16	16	-1	4	-3	-16	22	2
33	Cc1c(C(=O)NCc2ccco2)cccc1[N+](=O)[O-]	19	8	9	-3	8	0	-3	-3	-4	4	-15
34	Cc1cccc(CN2CCN(c3nc4nonc4nc3NC3CC3)CC2=O)c1	7	-13	-2	4	-1	3	7	2	-8	10	-5
35	CCOC(=O)Nc1cccc(Cl)c1C	0	-10	-4	-2	-5	1	-20	5	-4	2	3
36	CCn1c(SCC(=O)Nc2cc(OC)ccc2OC)nnc1C1CCCCC1	7	4	-6	-10	21	3	11	3	-5	9	-13
37	CC(=O)N1CCOc2ccc(S(=O)(=O)N3CCC(C(=O)Nc4cc(C)ccc4C)CC3)cc21	18	14	11	15	18	-1	-3	-1	-2	-13	-4
38	Cc1ccc(CNC(=O)C2CCN(S(=O)(=O)c3cccs3)CC2)cc1	4	-1	1	-3	2	4	5	-1	-3	5	-9
39	COCC(=O)N(C)C1(c2nnnn2CCOC(=O)Nc2ccc(Cl)cc2)CCCC1	-29	7	·	-3	-4	1	4	-6	-5	-18	9
40	COc1cc(OC)cc(-c2nnc(NC(=O)Cc3ccc(F)cc3)o2)c1	5	6	-4	12	21	0	7	2	-3	-11	-1
41	COc1ccc(C2(CNC(=O)c3ccc(OC)c([N+](=O)[O-])c3)CCOCC2)cc1OC	5	-18	12	-4	-5	2	-13	0	-7	9	4
42	Cc1nn(-c2ccccc2)c(Cl)c1/C=N/NC(=O)c1ccnn1C	-224	0	7	-85	-350	-1	-73	-3	-7	-42	-7
43	COc1ccc(CNC(=O)CN(C2CCCCC2)S(C)(=O)=O)cc1	9	4	9	5	-11	3	10	0	-5	3	-20
44	Cc1ccc(N2C(=O)c3ccccc3C2Nc2ccccc2)nc1 (stereo unspecified)	-171	-3	3	·	-39	3	3	·	-3	-104	18
45	O=C(O)CCCC(=O)Nc1ccccc1Br	6	0	7	8	0	-2	-15	13	-1	-7	-1
46	Cc1cccc(-n2c(CCc3ccccc3)nnc2SCC(=O)c2ccccc2)c1	4	2	6	-3	16	-1	-6	-6	-10	-30	-10
47	CN(CCc1ccccc1)C(=O)CC1C(=O)NCCN1Cc1ccccn1 (stereo unspecified)	12	-11	12	·	-10	·	-4	7	-24	-20	11
48	CCOc1cc(NC(=O)C2CCCO2)c(OCC)cc1NC(=O)C1CC1 (stereo unspecified)	18	2	4	0	4	1	9	7	-3	5	6
49	O=C(COc1cccc(F)c1)Nc1nc(-c2cccnc2)cs1	-17	-11	-1	-3	-7	3	-14	-13	-6	-33	21
50	Cc1ccc(NC(=O)C2CC(=O)N(C(C)c3ccccc3)C2)cc1 (stereo unspecified)	9	-12	2	2	16	-4	13	0	-2	-4	10
51	CCN(CC)c1ccc(C=Nc2cc(C)cc(C)c2)c(O)c1	5	6	-10	-20	-2	2	6	-21	-3	2	-12
52	Cc1ccc(S(=O)(=O)Nc2ccc(C(OC(=O)c3ccccc3[N+](=O)[O-])(C(F)(F)F)C(F)(F)F)cc2)cc1	18	-5	-7	5	5	-1	-8	8	-8	-35	41
53	c1ccc2c(Nc3nc(N4CCOCC4)c4ccccc4n3)cccc2c1	10	-2	-1	15	18	1	42	11	-10	-11	0
54	CC(=O)c1cccc(NS(=O)(=O)c2cc(-c3cnc(C4CC4)o3)ccc2C)c1	29	-17	-18	-4	35	3	27	6	-5	32	-6
